Mm-Cpn inhibitor = inhibitors of Methanococcus maripaludis chaperonin (MmCpn). purified Mm-Cpn ATPase, ADP Transcreener TR-FRET. Potency, µM (top dose mostly 76.9 µM), for inactives: at the highest dose activity, negative = inhibition, most hits filed as inhibitors. 330,000 compounds, 0.031% hits. AID 504842; further: potency means the concentration at half of the fitted maximal effect; on the % scale 0 is the no-effect control and ±100 the full control effect; nearly all actives have a fitted effect of over 80% in size
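Inhibition of chaperonin ATP hydrolysis is measured as reduced ADP production, detected by competitive TR-FRET in which signal falls with ADP. Final enzyme 25 nM and ATP 10 uM, reacted 30 min at 37°C.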
GLP-1R inv ag = inverse agonists of human GLP-1 receptor; AID 624417; P43220; Potency, µM (highest dose often 38.3 µM), for inactives: at the highest dose activity change, negative = inhibition, hits mostly inhibitors; 410,000 compounds, 1.6% hits; HEK293 GLP-1R CRE-luciferase, luminescence, 24 h; GLP-1R form is constitutively active; further: potency means the concentration at half of the fitted maximal effect; on the % scale 0 is the no-effect control and ±100 the full control effect; nearly all actives have a fitted effect of over 55% in size
Target sequence (P43220 whole entry, looked up): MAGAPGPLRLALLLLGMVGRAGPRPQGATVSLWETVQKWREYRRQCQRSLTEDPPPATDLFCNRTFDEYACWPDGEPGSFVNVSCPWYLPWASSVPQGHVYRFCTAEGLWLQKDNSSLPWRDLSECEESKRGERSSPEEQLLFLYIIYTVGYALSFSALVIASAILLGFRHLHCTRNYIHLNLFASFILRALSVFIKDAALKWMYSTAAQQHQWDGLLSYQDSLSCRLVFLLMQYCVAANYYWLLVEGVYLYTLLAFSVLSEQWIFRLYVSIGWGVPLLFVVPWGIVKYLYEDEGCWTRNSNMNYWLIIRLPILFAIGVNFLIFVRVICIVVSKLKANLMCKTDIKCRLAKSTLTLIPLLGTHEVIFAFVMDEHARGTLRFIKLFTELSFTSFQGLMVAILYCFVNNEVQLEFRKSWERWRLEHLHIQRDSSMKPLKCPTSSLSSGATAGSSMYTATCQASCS
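qHTS in 1536-well format: reporter HEK293 cells expressing constitutive GLP-1R activity in DMEM + 10% Nu serum, 24 hr with compounds at 37 deg C, luminescence read after 12 min with detection reagent.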
Abeta yeast res = restores growth of yeast expressing A-beta42 peptide; yeast expressing A-beta42, growth rescue, OD600, 48 h; response scale: 0% DMSO, 100% iron-clioquinol control; Potency, µM (highest dose often 46.1 µM), for the others: top-dose growth rescue, usual class: activators; 410,000 compounds, 0.063% hits; further: potency means the concentration at half of the fitted maximal effect; nearly all actives have a fitted effect of over 55% in size
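Growth rescue measured by 600 nm absorbance after 48 h yeast culture at 30 C with compound. Values normalized between DMSO and an equimolar ferric chloride plus clioquinol control.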
aSyn rescue = inhibitors of alpha-synuclein toxicity in yeast | Yeast expressing alpha-synuclein, growth rescue, BacTiter-Glo, 24 h | Potency, µM (titrated, usually from 46.1 µM), without a hit: at the highest dose growth rescue (activation), usual class: activators | 370,000 compounds, 0.14% hits | AID 652106; further: potency means the concentration at half of the fitted maximal effect; % of control where 0% means no effect; nearly all actives have a fitted effect of over 65% in size
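Screening used galactose-induced yeast with toxic alpha-synuclein levels, exposed to compound for 24 hr at 30 deg C. Cell growth, read with BacTiter-Glo luminescence, gave the measured signal.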
TDP43 rescue = TDP-43 toxicity inhibition in yeast; TDP-43 expressing yeast growth rescue, BacTiter-Glo, 24 h; Potency, µM (highest dose often 46.1 µM), inactives show top-dose growth rescue (activation), usual class: activators; 410,000 compounds, 1.8% hits; further: potency means the concentration at half of the fitted maximal effect; % of control where 0% means no effect; nearly all actives have a fitted effect of over 50% in size
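Galactose-induced TDP-43 yeast, OD600=0.02, compound pinned; 24 hr, 30 deg C; BacTiter-Glo luminescence for growth. Inhibitors of TDP-43 toxicity read as activators.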
Akt phos inh = blocks phosphorylation of Akt; activity change, % for hits at 50 µM; AID 651550; Neuro2A IGF-stimulated pAkt S473 HTRF, 20 min; hits give low values; 360,000 compounds, 0.32% hits; in the data active means activity change below about -80%; inconclusive means mostly about -51% to -80%; further: on the % scale 0 is the no-effect control and ±100 the full control effect
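Single-point screen (50 µM final compound) in Neuro2A cells stimulated 20 min with 6 nM IGF at 37 deg C. After lysis, Ser473-phosphorylated Akt read by HTRF (ex 330 nm, em 615/665 nm) as the 665/615 ratio.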
GLP1R cytotox = cytotoxic in the GLP-1 receptor inverse agonist counter-screen | HEK293 cAMP-luciferase reporter cells, luminescence, 24 h | Potency, µM (top dose mostly 38.3 µM), for inactives: at the top dose activity change, negative = inhibition, usual class: inhibitors | 410,000 compounds, 0.13% hits;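 further: loss of luciferase light is scored as toxicity; potency means the concentration at half of the fitted maximal effect; on the % scale 0 is the no-effect control and ±100 the full control effect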
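Compound-treated cells are incubated 24 hr at 37 deg C under 5% CO2 after a 12 hour attachment period, then luciferase detection reagent is added and luminescence is measured following 12 min at room temperature; lowered signal indicates toxicity.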
FUS suppressor = rescues growth of FUS-expressing yeast. AID 1347120. S. cerevisiae FUS-expressing, growth rescue, OD600, 24 h. Potency, µM (titrated, usually from 76.6 µM), for inactives: top-dose growth rescue (activation), hits mostly activators. 390,000 compounds, 0.24% hits;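 further: potency means the concentration at half of the fitted maximal effect; plate controls were DMSO vehicle for no effect and reference control for full effect; nearly all actives have a fitted effect of over 55% in size; some results filed as inactive show a strong effect at the top dose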
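Galactose (2%) drives FUS expression in yeast precultured in raffinose; seeding density OD 0.005. Test compounds incubated 24hr at 30C and 99% humidity before absorbance at 600 nm was measured.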
PTHR1 agonist = agonists of human PTHR1 parathyroid hormone receptor | Q03431 | HEK293 GP2 PTHR1 cells, GloSensor cAMP luminescence, 1 h | Potency, µM (highest dose often 115 µM), for inactives: at the highest dose activation, actives largely listed as activators | 410,000 compounds, 0.075% hits; further: potency means the concentration at half of the fitted maximal effect; nearly all actives have a fitted effect of over 55% in size; some results filed as inactive show a strong effect at the top dose; inactives centre near -15; many of its hits are not listed in these tables
Target sequence (Q03431 whole entry, looked up): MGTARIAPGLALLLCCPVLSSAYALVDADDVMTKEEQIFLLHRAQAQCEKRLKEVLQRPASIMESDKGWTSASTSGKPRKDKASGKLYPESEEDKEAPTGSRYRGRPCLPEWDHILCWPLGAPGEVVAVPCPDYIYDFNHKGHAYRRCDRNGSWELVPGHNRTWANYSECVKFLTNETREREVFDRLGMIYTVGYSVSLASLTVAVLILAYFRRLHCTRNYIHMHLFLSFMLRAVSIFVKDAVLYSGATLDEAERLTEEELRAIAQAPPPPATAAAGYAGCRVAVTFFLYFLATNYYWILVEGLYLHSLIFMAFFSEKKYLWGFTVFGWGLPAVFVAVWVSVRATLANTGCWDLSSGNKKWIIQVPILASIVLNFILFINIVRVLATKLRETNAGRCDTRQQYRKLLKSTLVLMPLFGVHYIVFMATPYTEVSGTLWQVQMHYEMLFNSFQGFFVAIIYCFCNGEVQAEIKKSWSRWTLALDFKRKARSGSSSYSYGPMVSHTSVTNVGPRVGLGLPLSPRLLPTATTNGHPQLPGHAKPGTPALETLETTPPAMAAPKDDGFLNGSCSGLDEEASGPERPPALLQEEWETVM
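HEK-293-derived GP2 cells expressing PTHR1 and a GloSensor cAMP reporter, 3,000/well, plated overnight, given luciferin plus IBMX (each 0.5 mM as added) for 1 h at 37 °C, then compound for 1 h at 37 °C. Luminescence was read after 15 min at room temperature.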
Numbers without * were called inactive; i = inactive; ? = inconclusive; nt = no result given; & = joins results of further samples; [ ] = dose if it differs, or a comment. Unless noted, the call rests on the fitted dose curve; in most records, active means well fitted curve in the direction sought with a large enough effect; inconclusive means small, poorly fitted or top-dose-only effect, or another doubt; inactive means no such curve, though single readings can be large; an effect the other way counts as inactive or inconclusive. Not all compounds are listed; rates above refer to the full screens.

| smiles | GLP1R cytotox | Abeta yeast res | PTHR1 agonist | Mm-Cpn inhibitor | FUS suppressor | aSyn rescue | TDP43 rescue | Akt phos inh | GLP-1R inv ag |
| --- | --- | --- | --- | --- | --- | --- | --- | --- | --- |
| CCOC(=O)c1[nH]c(C)c(CCC(=O)Nc2c(C)cc(C)cc2C)c1C | -6% | -14% | -28% | nt | -18% | nt | 1%[9.22 µM] | nt | -9% |
| O=C(CSc1nnc2ccc(-c3cccnc3)nn12)Nc1ccccc1 | 6% | -11% | i | 0% | 2% | 9% | -11% | i | 15% |
| O=C(COc1ccc(Cl)cc1Cl)Nc1nc2n(n1)C(c1ccccc1)CC(=O)N2 (configuration not stated) | 5% | -10% | 29% | -2% | -6% | 7% | -17% | i | 14% |
| Cn1ccc(=S)c2ccccc21 | -2% | -25% | -3% | -6% | 19% | -6% | -13% | i | 8% |
| Cc1cccc(N2CCN(C(=O)[C@H](C)N3C(=O)C4CC=CCC4C3=O)CC2)c1C (some centres not stated) | -12% | 12% | i | 3% | 24% | 7% | 8% | i | ? |
| O=C(/C=C/c1ccc(Cl)cc1Cl)NC(=S)Nc1ccc(CN2CCOCC2)cc1 | -1% | 1% | i | 1% | 25% | -2% | 10% | i | 13% |
| CCn1cc(/C=C(\NC(=O)c2cc(OC)c(OC)c(OC)c2)C(=O)N2CCN(C)CC2)c2ccccc21 | 1% | 15% | i | -1% | 13% | 0% | -2% | i | 6% |
| O=S(=O)(c1cccc(C(F)(F)F)c1)n1c(/C=C/c2ccccc2)nc2ccccc21 | -1% | -52%[inhibitor] | -24% | nt | -11% | nt | -50%[inhibitor] | nt | 14% |
| CCOc1ccc(CNC(=O)c2ccc3nc(N4CCOCC4)sc3c2)cc1 | 8% | 6% | -48%[inhibitor] | 1% | -15% | 3% | 13% | i | 2% |
| O=C(c1ccccc1F)N(Cc1ccccc1)Cc1ccccc1 | -14% | ? | ? | -1% | 29% | 17% | 25% | i | ? |
| O=C1CN(C(=O)c2ccccc2)C(c2ccccc2)c2cc(Cl)ccc2N1 (configuration not stated) | -17% | 7% | -68%[inhibitor] | -2% | 18% | 9% | -7% | i | ? |
| COc1ccc([C@H]2C[C@H](n3cc(COC(=O)c4ccccc4)nn3)[C@@H](O)CN2CC2CCCCC2)cc1 | 2% | 4% | -5% | nt | 22% | 7% | ? | i | -27% |
| Cn1ccc(=NC=C(C#N)C#N)c2ccccc21 | 6%[7.66 µM] | 3% | i | -17% | 23% | 1% | 11%[9.22 µM] | i | -4%[7.66 µM] |
| N#C/C(=C/c1ccc(N2CCCCCC2)o1)c1ccc(Cl)cc1 | ? | -94%[inhibitor] | -22% | -2% | 22µM* | -61%[inhibitor] | -94%[inhibitor] | i | ? |
| O=C(CCCN1C(=O)C(c2ccccc2)Oc2cccnc21)Nc1cccc(F)c1 (configuration not stated) | -8% | -4% | -11% | -3% | 17% | 7% | ? | i | ? |
| Cc1ccc(NC(=O)CSc2nnc(CNC(=O)c3cccs3)o2)cc1 | 2% | -5% | i | -3% | 32% | -3% | 11% | i | 29% |
| Clc1ccc(-c2nnc(-c3ccccc3)o2)cn1 | 3% | -10% | -14% | 1% | 10% | -1% | 12% | i | 62%[activator] |
| COc1ccc(NC(=O)C2Cc3c(-c4cccc(NC(C)=O)c4)ccnc3O2)cc1 (configuration not stated) | -21% | -5% | -19% | nt | 7% | 6% | 13% | i | ? |
| COC(=O)Nc1nnc(-c2ccncc2)s1 | 3% | 3% | i | -1% | 11% | 2% | -13% | i | 49%[activator] |
| CC(=O)Nc1ccc(Nc2cc(C)nc3c(-c4ccc(Cl)cc4)c(C)nn23)cc1 | -18% | -43%[inhibitor] | -10% | -1% | 22% | 7% | 29% | i | ? |
| COc1ccc(-n2c(=S)[nH]c3ccccc32)cc1 | -15% | 18% | i | 0% | ? | 5% | ? | i | ? |
| CCOc1ccc(NC(=S)N(CCc2c(C)[nH]c3ccc(C)cc23)Cc2cccnc2)cc1 | -3% | 5% | 15% | -8% | 12% | -1% | 15% | i | ? |
| CCN1CCCC1CNC(=O)Cn1cccc1C(=O)c1ccccc1C (configuration not stated) | 5% | 11% | -10%[57.5 µM] | 2% | 11% | -9% | 3% | i | ? |
| CCN(CC)CCN(C)C(c1cc2ccccc2o1)c1nnnn1C(C)(C)C (configuration not stated) | 3% | 0% | i | nt | 8% | 2% | 16% | i | -2% |
| COC(=O)Cn1nnc2c(cnn2-c2ccccc2)c1=O | 6%[7.66 µM] | 3% | -70%[inhibitor] | -3% | -5% | 10% | 15% | i | 16%[7.66 µM] |
| C=CCN1C=CC=C/C1=C1\SC(=S)N(C)C1=O | 9%[7.66 µM] | -6% | -5% | ? | -12% | 1% | 17%[9.22 µM] | i | -4%[7.66 µM] |
| C/C(=N\NC(=O)c1cc(Br)ccc1O)c1cccs1 | -5% | 5% | -89%[inhibitor] | 2% | 7% | -13% | -11%[0.397 µM] | i | ? |
| COc1ccccc1-c1nnc(SCC(=O)Nc2c(Cl)cccc2Cl)o1 | 4% | -6% | -18%[57.5 µM] | 0% | 30% | 1% | 15% | i | 8% |
| O=C(CSc1nc2ccccc2c(=O)n1-c1cccc(C(F)(F)F)c1)NC1CC1 | 1% | -4% | -13%[57.5 µM] | 0% | 11% | -6% | 5% | i | -24% |
| CN(CC(=O)Nc1ccc(Cl)c(S(=O)(=O)N(C)C)c1)Cc1ccccc1 | -2% | 2% | -24% | 2% | 27% | 3% | -11% | i | ? |
| CCOC(=S)N/C(=N\S(=O)(=O)c1ccccc1)c1ccccc1 | -8% | -4% | i | 0% | 21% | -19% | 4% | i | 2% |
| CC1=Nc2ccccc2N=C(NC(=O)CSC(=S)N2CCN(C)CC2)C1c1ccccc1 (configuration not stated) | -21% | 6% | -5% | -5% | -3% | 2% | 12% | i | 2% |
| COc1cc(OC)c(C=Cc2ccncn2)c(OC)c1 | 10% | -13% | -16% | nt | -3% | 17% | ? | i | 50%[activator] |
| CCCN1C(=O)C2(c3ccccc31)c1c(oc3ccccc3c1=O)C(=O)N2CCO (configuration not stated) | -4% | -8% | i | nt | 19% | nt | 4% | nt | -6% |
| O=C1CC(c2ccc(F)cc2)CC(O)=C1C1NCCc2ccccc21 (configuration not stated) | 0% | 2% | -11%[57.5 µM] | 3% | 15% | 0% | 3% | i | 2% |
| Cc1ccccc1NC(=O)C1CCCN1S(=O)(=O)c1ccccc1C(F)(F)F (configuration not stated) | -3% | -13% | -7% | 0% | nt | 7% | 2% | i | -30% |
| O=C(Nc1cccc2cccnc12)c1ccccc1[N+](=O)[O-] | 6% | -8% | -1% | nt | -13% | -10% | 28% | nt | 12% |
| CCOC(=O)C1(C)CCN1C(=O)/C=C/c1ccccc1 (configuration not stated) | -7% | -4% | i | nt | -26% | 6% | 24% | i | 25% |
| CCCNC(=O)C1(C)CCCN(Cc2ccc(-n3ccnc3)cc2)C1 (configuration not stated) | 3% | 9% | i | nt | -23% | -6% | 16% | i | -10% |
| CCOc1ccc(S(=O)(=O)N2CCC(C(=O)NCCc3ccc(OC)c(OC)c3)CC2)cc1 | 5% | 16% | i | 0% | 11% | 0% | 1% | i | 3% |
| Cc1cc(C)nc(NS(=O)(=O)c2ccc(N/C=C3\CCCC3=O)cc2)n1 | -3% | -7%[9.22 µM] | -15% | -1% | -23% | 1% | 10% | i | 10% |
| CN(C)c1ccc(C(=S)N2CCCCC2)cc1Br | 8% | 8% | 15% | 0% | 23% | 10% | -5% | i | ? |
| Cc1nn(-c2ccc(F)cc2)c(-n2cccc2)c1C(=O)N1CCCCC1C (configuration not stated) | 3% | -17% | i | nt | 4% | -10% | ? | nt | -28% |
| COc1cccc(C(=O)CN2CCC(NC(=O)NC3CCCCC3)CC2)c1 | 7% | -5% | -5%[57.5 µM] | 4% | 18% | 0% | 22% | i | 0% |
| C=C(C)CSc1nnc2n(N)c(=O)c3ccccc3n12 | 0% | 9% | i | -1% | -3% | nt | 1% | nt | -4% |
| CCOC(=O)CN=C(NS(=O)(=O)c1ccc(Cl)cc1)c1ccccc1 | -5% | -13% | i | -8% | 9% | -10% | -5% | i | -1% |
| COc1ccc(OCC(=O)N2CCN(S(=O)(=O)c3ccc(Cl)s3)CC2)cc1 | -4% | -12% | -29% | -7% | 5% | -1% | -6% | i | 4% |
| C=C(C)C(=O)OCC(=O)NCc1ccccc1 | 11µM* | -7% | 22% | -2% | 2% | 5% | -9% | i | ? |
| CN(C)S(=O)(=O)c1ccc(C(=O)N(c2ccccn2)c2ccccn2)cc1 | -8% | -6% | i | nt | -16% | -8% | 10% | i | -3% |
| Cc1cccc(CNC(=O)Cn2ccc3cc(S(=O)(=O)N4CCCC4)ccc32)c1 | -1%&-7% | 8%&-11% | -2% | 1% | 20%&-2% | -1% | 10%&8% | i | 8%&3% |
| CC1(C)CC(=O)C2=C(C1)Oc1ncn(CCCO)c(=N)c1C2c1ccccc1 (configuration not stated) | -10% | -11% | i | 0% | 25% | -2% | -23% | nt | 5% |

Assay outcomes as filed in PubChem BioAssay.
